GC-A act: GC-A stimulated cGMP production enhancers – HEK293 GC-A cells, cGMP TR-FRET, EC30 ANP, primary screen; AID 1671463, 2021; 370,000 tested, 0.14% active; 0% at EC30 ANP, 100% saturating ANP; activation, % at 10 µM; Atrial natriuretic peptide receptor 1 (Homo sapiens), P16066; in the data active means activation above about 40%
ssDAF12 agonist: S. stercoralis DAF-12 nuclear receptor activators, primary screen, cell-based, luminescence, HEK293, GRIP1 co-expression, lit1-tk-luc | Nuclear hormone receptor DAF-12 (Strongyloides stercoralis) | HEK293 ssDAF-12/GRIP1 lit1-tk-luc reporter; % of 3 µM dafachronic acid response | activation, % at 6.8 µM | 370,000 tested, 1% active | AID 652126, 2013;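 active means activation above the mean over all tested compounds plus 3 SD, cut at about 0.9% in these data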;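 further: 0% = DMSO-only wells and 100% = 3 µM delta7-dafachronic acid wells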
hcDAF-12 act: H. contortus DAF-12 nuclear receptor activators, primary screen, cell-based, luminescence, HEK293, lit1-tk-luc reporter. HEK293 hcDAF-12 lit1-tk-luc reporter; 0% DMSO, 100% Δ7-dafachronic acid. activation, % at 6.8 µM. 370,000 tested, 1.4% active. AID 652067, 2013;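 active means activation above the mean of all tested compounds plus 3 SD, cut at about 5.5% in these data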;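 further: 100% = response to 3 µM Δ7-dafachronic acid high control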
GAA850 FXN act: FXN promoter activators, primary screen, cell-based, luciferase luminescence, HEK293 lucGAA850 | HEK293 lucGAA850 FXN promoter luciferase reporter, 24 h; percent of 10 µM SAHA response | activation, % at 6 µM | 360,000 tested, 0.56% active | AID 540364, 2011;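 active means activation above the average of all compounds screened plus 3 SD, cutoff fixed separately per campaign, cut at about 7.5% in these data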;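 further: 0% = DMSO wells and 100% = 10 µM SAHA wells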
DAX1 inh-1: DAX1 (NR0B1) inhibitors on StAR promoter, primary screen, cell-based, luminescence, SF-1 (NR5A1), full-length DAX-1; AID 652010, 2013; inhibition, % at 6.8 µM; HEK293T StAR-luciferase reporter, SF-1/DAX-1 repression relief; 370,000 tested, 1.1% active;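 active means inhibition above the mean over all tested compounds plus 3 SD, cut at about 3.6% in these data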;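 further: 0% = DAX-1 cells with DMSO and 100% = cells lacking DAX-1 with DMSO; higher inhibition means more luminescence from relief of DAX-1 repression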
DAX1 inh-2: DAX1 (NR0B1) inhibitors, primary screen, cell-based, HEK293, Gal4-DAX1, luciferase luminescence; Nuclear receptor subfamily 0 group B member 1 (Homo sapiens), P51843; HEK293 Gal4-DAX1 luciferase reporter; inhibition, % at 6.75 µM; 340,000 tested, 0.99% active; AID 504766, 2011;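 active means inhibition above the mean over all tested compounds plus 3 SD, cut at about 4.2% in these data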;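 further: 0% = DAX1-transfected cells with DMSO and 100% = empty-vector control cells with DMSO; inhibition shows as a rise in luminescence from relieved DAX1 repression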
Target sequence (P51843 207-470 limits assumed): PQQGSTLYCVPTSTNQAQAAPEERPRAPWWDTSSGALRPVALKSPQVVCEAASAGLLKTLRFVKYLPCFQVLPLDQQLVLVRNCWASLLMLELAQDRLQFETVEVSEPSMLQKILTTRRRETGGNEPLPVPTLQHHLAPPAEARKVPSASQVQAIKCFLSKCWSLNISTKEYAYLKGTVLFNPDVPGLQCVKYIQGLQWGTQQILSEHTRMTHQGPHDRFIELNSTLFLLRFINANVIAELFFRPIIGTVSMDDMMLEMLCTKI
sPLA2-III inh: human group III sPLA2 inhibitors, primary screen, biochemical, QFRET, BODIPY PC-A2 liposome substrate; QFRET BODIPY PC-A2 liposome hydrolysis, fluorescence; inhibition, % at 12.2 µM; 370,000 tested, 0.56% active; AID 743126, 2013;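 active means inhibition above mean plus 3 SD of compounds lying within the high and low control bounds, cut at about 19% in these data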;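 further: 0% = median of test compound wells and 100% = no enzyme DMSO wells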
Target sequence (Q9NZ20 whole entry, looked up): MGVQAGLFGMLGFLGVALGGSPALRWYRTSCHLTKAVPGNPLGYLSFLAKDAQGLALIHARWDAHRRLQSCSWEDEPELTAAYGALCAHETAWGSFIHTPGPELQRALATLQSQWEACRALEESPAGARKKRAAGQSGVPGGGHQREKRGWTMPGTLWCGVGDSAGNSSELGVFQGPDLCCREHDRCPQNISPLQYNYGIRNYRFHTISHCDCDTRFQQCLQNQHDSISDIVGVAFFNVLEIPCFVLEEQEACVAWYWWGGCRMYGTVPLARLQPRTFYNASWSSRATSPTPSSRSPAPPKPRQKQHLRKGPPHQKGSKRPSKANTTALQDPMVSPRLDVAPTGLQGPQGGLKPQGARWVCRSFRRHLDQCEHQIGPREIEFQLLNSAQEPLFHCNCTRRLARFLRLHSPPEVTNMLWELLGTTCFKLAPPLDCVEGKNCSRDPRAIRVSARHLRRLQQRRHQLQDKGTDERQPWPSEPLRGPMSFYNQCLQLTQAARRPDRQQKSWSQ
SMARCA2 act: SMARCA2 (BRM) function activators, primary screen, cell-based, luminescence, high throughput; MG213 cells, MMTV-luciferase reporter, dexamethasone, overnight; AID 652017, 2013; activation, % at 9.1 µM; 370,000 tested, 1% active; in the data active means activation above about 7.8%;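 further: 0% = vehicle wells and 100% = reference activator wells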
GC-B act: human GC-B receptor activators, primary screen, HEK293 GC-B cells, cGMP TR-FRET, EC30 CNP | 370,000 tested, 0.11% active | Atrial natriuretic peptide receptor 2 (Homo sapiens), P20594 | 0% at EC30 CNP, 100% saturating CNP | activation, % at 10 µM;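 active means activation at 10 µM reaching about 35% in either raw or pattern-adjusted values, limit read from the data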
hgDAF12 agonist: H. glycines DAF-12 receptor agonists, primary screen, cell-based, luminescence, HEK293, GAL4 fusion, UAS-luciferase. activation, % at 6.8 µM. 370,000 tested, 1.8% active. Nuclear hormone receptor DAF-12 (Heterodera glycines), GAL4 fusion. HEK293 GAL4-hgDAF12 UAS-luciferase reporter, agonist luminescence; normalized to butyrate control;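 active means activation above a cutoff set at the mean of all screened compounds plus 3 SD, cut at about 10% in these data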;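 further: 0% = DMSO wells and 100% = sodium butyrate wells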
proKLK7 act: proKLK7 zymogen activators, primary screen, biochemical, fluorescence intensity. Kallikrein-7 (Homo sapiens), P49862. purified proKLK7, EDANS-DABCYL substrate fluorescence; 100% is mature enzyme control, 0% vehicle. activation, % at 7 µM. 370,000 tested, 0.9% active. AID 652039, 2013;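 active means activation above the mean of all tested compounds plus 3 SD, computed per campaign excluding outliers beyond control limits, cut at about 13% in these data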
Target sequence (P49862 whole entry, looked up): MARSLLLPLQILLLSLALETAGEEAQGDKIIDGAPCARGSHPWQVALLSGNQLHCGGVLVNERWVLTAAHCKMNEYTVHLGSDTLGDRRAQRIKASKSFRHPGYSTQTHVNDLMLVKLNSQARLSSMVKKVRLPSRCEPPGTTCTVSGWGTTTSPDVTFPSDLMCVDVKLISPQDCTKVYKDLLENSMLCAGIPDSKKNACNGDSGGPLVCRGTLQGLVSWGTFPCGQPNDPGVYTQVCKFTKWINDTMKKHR
Starred values were filed as active, the others as inactive.

`Cc1ccc(S(=O)(=O)N2CCCC(C(=O)NCCc3ccc(Cl)cc3)C2)cc1` (configuration not stated) gave GC-A act -0.3, ssDAF12 agonist -0.7, hcDAF-12 act -1.9, GAA850 FXN act -1.7, DAX1 inh-1 -0.8, DAX1 inh-2 0.6, sPLA2-III inh 0.3, SMARCA2 act 0.3, GC-B act -3.8, hgDAF12 agonist 1.4 and proKLK7 act 0.5.
Screening CN(CC(=O)O)S(=O)(=O)c1ccc2c(c1)NC(=O)CC(=O)N2 returned GC-A act 3.4, ssDAF12 agonist -1.2, hcDAF-12 act -1.1, GAA850 FXN act 0.8, DAX1 inh-1 0.3, DAX1 inh-2 0.6, sPLA2-III inh 0.8, SMARCA2 act -0.2, GC-B act -0.3, hgDAF12 agonist -0.1 and proKLK7 act 0.0.
`Cc1ccc(CNC(=O)O[C@H]2CC[C@@]34CCCN3C(=O)CCC[C@H]4C2)cc1` gave GC-A act -1.9, ssDAF12 agonist -1.6, hcDAF-12 act -1.9, sPLA2-III inh 3.4, GC-B act 2.4 and hgDAF12 agonist 1.5.
CC(C)(C)OC(=O)N1CCCC(C(=O)Nc2ccc(C(=O)N3CCCCC3)cc2)C1 (configuration not stated) was read as GC-A act -1.2, ssDAF12 agonist -2.0, hcDAF-12 act -0.5, GAA850 FXN act 1.0, DAX1 inh-1 -0.7, DAX1 inh-2 -1.0, sPLA2-III inh -7.8, SMARCA2 act -1.0, GC-B act 2.2, hgDAF12 agonist -0.2 and proKLK7 act 0.5.
CCOc1cc(C2/C(=C(/O)c3ccc(OC(C)C)cc3)C(=O)C(=O)N2CCCOC)ccc1O (configuration not stated) was read as GC-A act -0.1, ssDAF12 agonist -1.0, hcDAF-12 act -1.3, GAA850 FXN act -0.8, DAX1 inh-1 -0.4, DAX1 inh-2 -0.4, sPLA2-III inh 0.2, SMARCA2 act 1.3, GC-B act -4.7, hgDAF12 agonist 1.0 and proKLK7 act -0.3.
Screening COC(=O)[C@@H]1ON2OCC(C)=C3CCCC[C@@]32[C@H]1C(=O)OC returned GC-A act -0.7, ssDAF12 agonist -0.8, hcDAF-12 act -1.4, DAX1 inh-1 0.0, sPLA2-III inh 10.0, SMARCA2 act -0.2, GC-B act 2.5, hgDAF12 agonist 4.0 and proKLK7 act -0.2.
Cc1cc(C)nc(NC(=O)c2ccc([N+](=O)[O-])o2)n1 was read as GC-A act 0.3, ssDAF12 agonist -1.1, hcDAF-12 act -0.3, GAA850 FXN act 1.5, DAX1 inh-1 -1.7, DAX1 inh-2 -1.7, sPLA2-III inh -0.6, SMARCA2 act 2.5, GC-B act 3.8, hgDAF12 agonist -2.0 and proKLK7 act 133.3*.
CCN1/C(=C/c2ccc3ccccc3[n+]2CC)C=Cc2ccccc21 was read as GC-A act -14.8, ssDAF12 agonist -2.9, hcDAF-12 act -5.9, GAA850 FXN act -15.7, DAX1 inh-1 -2.6, DAX1 inh-2 -4.6, sPLA2-III inh 32.6*, SMARCA2 act -5.0, GC-B act -12.8, hgDAF12 agonist -10.1 and proKLK7 act 0.4.
CN(C(=O)CCn1c(=S)oc2ccccc21)C1CCCCC1 was read as GC-A act -6.2, ssDAF12 agonist -1.8, hcDAF-12 act -0.9, GAA850 FXN act -0.6, DAX1 inh-1 -0.7, DAX1 inh-2 2.1, sPLA2-III inh -1.7, SMARCA2 act -1.9, GC-B act -2.7, hgDAF12 agonist -3.4 and proKLK7 act -0.3.
Screening Cc1cc(NC(=O)CC(CN(C)S(=O)(=O)c2ccccc2)c2ccccc2)no1 (configuration not stated) returned GC-A act 0.0, ssDAF12 agonist -1.1, hcDAF-12 act 1.9, GAA850 FXN act -0.7, DAX1 inh-1 0.2, DAX1 inh-2 0.5, sPLA2-III inh -7.6, SMARCA2 act -1.2, GC-B act -14.8, hgDAF12 agonist 0.8 and proKLK7 act 0.3.
COCCNC(=O)C1Nc2ccc(C(F)(F)F)cc2C2C=CCC12 (configuration not stated) was read as GC-A act 3.3, ssDAF12 agonist -0.8, hcDAF-12 act -1.2, GAA850 FXN act 0.7, DAX1 inh-1 -0.3, DAX1 inh-2 -0.1, sPLA2-III inh -6.0, SMARCA2 act 1.9, GC-B act 0.4, hgDAF12 agonist 0.5 and proKLK7 act 0.6.
Screening CS(=O)(=O)N1CCC(C(=O)Nc2cccc(F)c2)CC1 returned GC-A act -0.8, ssDAF12 agonist -1.4, hcDAF-12 act -1.7, GAA850 FXN act 0.7, DAX1 inh-1 -0.3, DAX1 inh-2 1.5, sPLA2-III inh 0.2, SMARCA2 act -2.1, GC-B act 0.2, hgDAF12 agonist -1.7 and proKLK7 act -0.4.
For COc1cc(C(=O)OCC(=O)Nc2nnc(-c3ccccc3)o2)cc(OC)c1OC the results were GC-A act -2.8, ssDAF12 agonist -1.1, hcDAF-12 act 1.2, GAA850 FXN act 0.3, DAX1 inh-1 -0.6, DAX1 inh-2 -1.8, sPLA2-III inh 4.8, SMARCA2 act 0.7, GC-B act 4.4, hgDAF12 agonist -0.2 and proKLK7 act 0.0.
N#CC1(NC(=O)CN2C(=O)NC(c3ccccc3)(c3ccccc3)C2=O)CCCC1 was read as GC-A act 0.6, ssDAF12 agonist -0.9, hcDAF-12 act -1.8, GAA850 FXN act 0.3, DAX1 inh-1 0.1, DAX1 inh-2 2.1, sPLA2-III inh -0.3, SMARCA2 act -2.3, GC-B act 1.5, hgDAF12 agonist -0.1 and proKLK7 act 0.4.
`CCCC(=O)Nc1nnc(S(=O)(=O)N(CC(C)C)c2ccccc2)s1` gave GC-A act 6.3, ssDAF12 agonist -0.8, hcDAF-12 act -0.3, GAA850 FXN act 3.6, DAX1 inh-1 0.2, DAX1 inh-2 0.0, sPLA2-III inh 3.4, SMARCA2 act -3.6, GC-B act 0.8, hgDAF12 agonist 0.0 and proKLK7 act 0.4.
For CCn1c(CO)nc2c1c(=O)[nH]c(=O)n2Cc1ccccc1 the results were GC-A act 6.7, ssDAF12 agonist -0.6, hcDAF-12 act 0.0, GAA850 FXN act -1.3, DAX1 inh-1 -0.5, DAX1 inh-2 1.1, sPLA2-III inh -0.3, SMARCA2 act 0.1, GC-B act 12.3, hgDAF12 agonist -1.0 and proKLK7 act 0.6.
Screening CC(=O)Nc1ccc(-c2csc(NC(=O)Cc3cccc(F)c3)n2)cc1 returned GC-A act 3.0, ssDAF12 agonist -0.9, hcDAF-12 act -1.2, GAA850 FXN act -2.1, DAX1 inh-1 -0.9, DAX1 inh-2 -1.9, sPLA2-III inh -11.6, SMARCA2 act -3.4, GC-B act -0.9, hgDAF12 agonist -1.2 and proKLK7 act 0.5.
Screening COc1ccccc1C(CC(=O)Nc1ccccc1C)c1ccc(OC(C)C)cc1 (configuration not stated) returned GC-A act -0.7, ssDAF12 agonist -0.8, hcDAF-12 act -2.2, GAA850 FXN act 0.4, DAX1 inh-1 0.2, DAX1 inh-2 -0.5, sPLA2-III inh -4.4, SMARCA2 act -0.7, GC-B act 7.4, hgDAF12 agonist -1.9 and proKLK7 act 0.1.
Screening O=C(OCC#CCSc1nnc(-c2ccncc2)o1)c1cccs1 returned GC-A act -21.2, ssDAF12 agonist -0.2, hcDAF-12 act -2.0, GAA850 FXN act -2.2, DAX1 inh-1 -0.8, DAX1 inh-2 -0.1, sPLA2-III inh -9.3, SMARCA2 act -0.1, GC-B act -18.2, hgDAF12 agonist 0.0 and proKLK7 act -0.1.
`CCOc1ccccc1NC(=O)CSc1nnc2ccc(-c3ccccn3)nn12` gave GC-A act 0.4, ssDAF12 agonist -0.7, hcDAF-12 act 2.4, GAA850 FXN act 0.3, DAX1 inh-1 2.4, DAX1 inh-2 1.9, sPLA2-III inh 1.0, SMARCA2 act 0.4, GC-B act 0.7, hgDAF12 agonist 0.9 and proKLK7 act 0.1.
NC(=O)C1(Nc2ccc(Cl)cc2)CCCC1 was read as GC-A act -1.6, ssDAF12 agonist -1.5, hcDAF-12 act -0.8, GAA850 FXN act 1.9, DAX1 inh-1 -0.7, DAX1 inh-2 -0.5, sPLA2-III inh 12.6, SMARCA2 act -3.0, GC-B act -1.4, hgDAF12 agonist -1.8 and proKLK7 act 0.7.
For CCC(=O)N(C)C[C@H]1Oc2cc(Br)ccc2S(=O)(=O)N([C@@H](C)CO)C[C@H]1C the results were GC-A act 1.1, ssDAF12 agonist -0.8, hcDAF-12 act 0.8, GAA850 FXN act 0.5, DAX1 inh-1 1.4, DAX1 inh-2 -1.2, sPLA2-III inh 3.3, SMARCA2 act -2.9, GC-B act 3.7, hgDAF12 agonist 1.9 and proKLK7 act -0.3.
`COc1cc(OC)cc(C(=O)OCC(=O)NCCCc2ccccc2)c1` gave GC-A act -0.2, ssDAF12 agonist -1.1, hcDAF-12 act 2.7, GAA850 FXN act 5.5, DAX1 inh-1 0.3, DAX1 inh-2 0.1, sPLA2-III inh 10.6, SMARCA2 act -3.3, GC-B act -2.9, hgDAF12 agonist -1.6 and proKLK7 act 0.1.
CC(NC(=O)c1ccccc1NC(=O)CN1CCN(c2ccccc2O)CC1)c1ccccc1 (configuration not stated) was read as GC-A act -3.6, ssDAF12 agonist -0.9, hcDAF-12 act -2.5, GAA850 FXN act -2.5, DAX1 inh-1 -1.1, DAX1 inh-2 -1.3, sPLA2-III inh -8.3, SMARCA2 act 1.3, GC-B act -4.3, hgDAF12 agonist -0.3 and proKLK7 act -0.2.
Cn1cnnc1SCC(=O)Nc1cccc(S(=O)(=O)N2CCOCC2)c1 was read as GC-A act -5.5, ssDAF12 agonist -1.0, hcDAF-12 act 2.7, GAA850 FXN act -0.8, DAX1 inh-1 0.2, DAX1 inh-2 0.8, sPLA2-III inh -0.7, SMARCA2 act -3.5, GC-B act 3.3, hgDAF12 agonist 2.5 and proKLK7 act -0.1.
COc1ccc(N=C2C(=S)N(c3ccc(OC)cc3)C(=NS(=O)(=O)c3ccccc3)N2c2ccccc2)cc1 was read as GC-A act 0.5, ssDAF12 agonist 0.5, hcDAF-12 act 5.0, GAA850 FXN act 0.0, DAX1 inh-1 8.2*, DAX1 inh-2 1.5, sPLA2-III inh -0.8, SMARCA2 act 5.1, GC-B act 2.5, hgDAF12 agonist 13.2* and proKLK7 act 1.1.

Bioassay records (PubChem)

Compounds were not picked by outcome; any-hit rate near 6.7%.
